Autophagy HCS: modulators of autophagy; AID 463193; calls only at 10 µM (by protocol); 190,000 compounds, 0.98% hits; MEF GFP-LC3 puncta imaging; test concentration mostly 10 µM;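 active = percentage of spot-positive cells more than 3 SD above its plate mean, without a fluorescence outlier flag or 80% toxicity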;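 note: spot-positive cell cutoff set from DMSO-treated cells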
M17LAP inhibition: P. falciparum M17LAP inhibitors, primary screen, biochemical, fluorogenic H-Leu-NHMec substrate, 1536-well (AID 1619); recombinant M17LAP, H-Leu-NHMec fluorogenic kinetic assay; higher % means a stronger effect; inhibition, % at 30 µM; hits with a dose series show IC50 in µM; 220,000 compounds, 0.38% hits;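 active = compound inhibiting the enzyme by more than half at any dose during confirmatory dose-response retesting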;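 note: plate controls were full reaction with DMSO carrier for no effect and no enzyme background for full effect; strong numbers were not always called active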
Insulin prom up: MIN6 insulin promoter up-regulation | z-score at 5 µM | MIN6 insulin promoter-GFP reporter, high-content imaging; stronger effect = higher value | 190,000 compounds, 0.3% hits;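 active = z-score above 3 at 5 µM with at least 500 cells counted in the well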
MT stabilizer: microtubule stabilizers in HeLa cells; 200,000 compounds, 0.83% hits; HeLa tubulin immunostaining HCS, 24 h; share of cells brighter than vehicle mean+2SD; % tubulin-high responders, % at 10 µM;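 active = plate Z-score above 3 for both tubulin-high and condensed-nucleus cell shares, with cell loss under 80%, at 10 µM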;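 note: anti alpha tubulin signal scored within the nucleus-defined area of each cell; some results filed as inactive read as strong as hits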
Yfh1-off respiration: mitochondrial function rescue without frataxin homolog – Friedreich's ataxia, plus single-dose screen, dose response (AID 1465); S. cerevisiae Yfh1-off respiration, WST-1 reduction, 72 h; higher fold induction means a stronger effect; fold induction at 50 µM, or EC50 in µM where a hit was titrated; 220,000 compounds, 0.074% hits;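 active = fold induction of absorbance versus untreated yeast above a set limit, then at least 30% activation at any dose in follow-up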;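 note: activators that raise dye reduction in frataxin-depleted yeast; strong numbers were not always called active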
P. falciparum M1AAP: malaria alanyl aminopeptidase activity blockers – biochemical, fluorogenic H-Leu-NHMec substrate, 1536-well (AID 1445). recombinant M1AAP, H-Leu-NHMec fluorogenic kinetic assay; higher % means a stronger effect. inhibition, % at 30 µM, or IC50 in µM where a hit was titrated. 220,000 compounds, 0.42% hits;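 active = primary inhibition above the hit cutoff, then over 50% inhibition at one or more dose response concentrations, cut at about 23% in these data, passing the limit was not always enough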;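 note: plate controls were DMSO full reaction for no effect and no enzyme background for full effect; strong numbers were not always called active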
Dynein transport: blocks dynein driven cargo transport along microtubules. 3617.4 mouse cells, GR-EGFP nuclear translocation imaging; test concentration mostly 20 µM; stimulated with dexamethasone, 1 µM; stronger effect = lower value. z-score, hits read low. 220,000 compounds, 0.47% hits. AID 1381;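 active = plate z-score of nuclear minus cytoplasmic receptor signal below a set negative limit, without overly bright fluorescence or cell loss, cut at about -3.5 in these data, passing the limit was not always enough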;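 note: z-score of nuclear minus cytoplasmic ring GR-EGFP intensity difference per well; some compounds called inactive have numbers as strong as hits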
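Also added: dexamethasone, 1.0 µM final. Medium: tet-free, stripped-serum medium. Detection: fixed, Hoechst-stained cells imaged at 10x for EGFP. Read-out: nuclear-to-cytoplasmic GR-EGFP distribution per well. Times: induction 48 h, compound 1 h, agonist 30 min.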
CSM14.1 death rescue: protection against thapsigargin-triggered cell killing – 384-well, CSM14.1, ATP luminescence, primary screen (AID 1222) | CSM14.1 thapsigargin-induced death rescue, ATP luminescence; higher % means a stronger effect | one-dose cellular ATP content (survival), % at 20 µM; EC50 in µM for titrated hits | 190,000 tested, under 10 active;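 active = EC50 below 50 µM in the dose-response confirmation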;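 note: death triggered by thapsigargin at about 15 µM added after 2 h compound pretreatment; cell ATP read after overnight thapsigargin exposure of roughly 18 to 22 hours; normalized against plate controls of thapsigargin alone and 5% DMSO vehicle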
Hep lipid drop: hepatic lipid droplet formation modulation; AML12 mouse hepatocytes, oleate lipid droplets, BODIPY imaging; inhibition, % at 6.5 µM; 240,000 compounds, 0.4% hits;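 active = lipid droplet intensity inhibited by at least 50%, with more than 500 cells counted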
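Technique: fluorescence imaging, 20x objective, two fields per well / Assay system: AML12 hepatocytes (mouse) / Measure: % inhibition of lipid droplet signal / Doses: 6.5 µM single-point dosing / Incubation: overnight exposure / Reagent: 100 µM oleic acid challenge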
Dynein transport cytoplasmic EGFP: recorded beside Dynein transport, whose call it bears; z-score; measured here: cytoplasmic GR-EGFP intensity; stronger effect = higher value
Dynein transport nuclear GR-EGFP: recorded beside Dynein transport, whose call it bears; z-score; measured here: nuclear GR-EGFP intensity;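 lower value marks the stronger effect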
Dynein transport cell count: second read-out of Dynein transport, no call of its own (marks repeat the call); z-score; measured here: cell count per field
Insulin prom up cell count: further read-out of Insulin prom up, marked with its call; cell count; measured here: cytotoxicity, nuclei count;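 total cells summed across four imaged fields per well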
Hep lipid drop cells 6.5 µM: second read-out of Hep lipid drop, no call of its own (marks repeat the call); cell count; measured here: cell count, cytotoxicity flag;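 cells counted across two imaged fields per well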
MT stabilizer Hoechst-high %: second read-out of MT stabilizer, no call of its own (marks repeat the call); % Hoechst-high responders; measured here: nuclear condensation Hoechst responders;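 share of cells brighter than vehicle mean plus two SD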
MT stabilizer cytotoxicity %: second read-out of MT stabilizer, no call of its own (marks repeat the call); toxicity, %; measured here: cytotoxicity by cell density;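 0% = mean cell density of plate MIN control wells and 100% = no cells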
Autophagy HCS cell loss 18 h: recorded beside Autophagy HCS, whose call it bears; toxicity, %; measured here: cell loss, nuclei count;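 cell loss after 18 h compound exposure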
* hit, by the source's call; i = inactive; · = not tested or not shown; + = active, no number.

SMILES	Autophagy HCS	Autophagy HCS cell loss 18 h	M17LAP inhibition	Insulin prom up	Insulin prom up cell count	MT stabilizer	MT stabilizer Hoechst-high %	MT stabilizer cytotoxicity %	Yfh1-off respiration	P. falciparum M1AAP	Dynein transport	Dynein transport cytoplasmic EGFP	Dynein transport nuclear GR-EGFP	Dynein transport cell count	CSM14.1 death rescue	Hep lipid drop	Hep lipid drop cells 6.5 µM
O=C(Nc1ccccc1)c1ccc(NCc2cccnc2)c(S(=O)(=O)N2CCOCC2)c1	i	-11	8%	-0.38	1294	0.8	2.0	4.5	i	7%	-0.38	-0.19	-0.11	-0.46	2.1%	7	741
COc1ccc(S(=O)(=O)N(CC(=O)NCC2CCCO2)c2ccc(F)cc2)cc1OC (centres undefined)	i	-1	16%	-0.52	1281	2.8	2.8	4.3	i	6%	-0.6	-0.29	-0.11	0.25	-0.9%	·	·
CCOC(=O)c1c(C)c(C(=O)Nc2ccc(N(C)C)cc2)c(C)n1CC	i	29	12%	-0.78	1470	13*	16*	16*	i	1%	-1.6	1.8	-0.45	-0.47	-0.8%	·	·
O=C(NCCc1ccccc1)c1ncn[nH]1	i	-1	-3%	1.3	1679	4.0	2.0	5.8	i	8%	2.8	-0.22	1.2	-1.3	-2.5%	-8	617
COC(=O)CSc1nc2nc(C)c(Br)cc2[nH]1	i	-4	3%	-0.32	920	1.0	0.8	5.8	i	-1%	2.4	0.017	1.3	-0.69	1.9%	-2	780
COc1ccc(NC(=O)CSc2nnc(Cc3cccn3C)n2-c2ccc(F)cc2)cc1OC	·	·	6%	-0.29	1507	7.9	1.4	2.8	i	7%	0.24	-0.14	0.29	-0.81	·	0	647
[O-]/C(=C(\C(=S)Nc1ccc(SC(F)F)cc1)[n+]1ccccc1)c1ccc(Cl)cc1Cl	i	7	9%	-1	1252	3.3	2.5	9.6	i	5%	-0.3	-0.33	-0.18	0.77	0.6%	-1	671
CC(C)Cn1c(N)c(C(=O)COC(=O)c2cc(C3CC3)nc3ccccc23)c(=O)n(C)c1=O	i	-8	13%	-0.68	1064	6.2	2.9	1.9	i	3%	-0.3	0.16	0.21	0.85	-1.2%	74*	642*
CCOC(=O)Cn1c2c(c(=N)c3ccccc31)CCC2	i	4	3%	0.38	1198	4.1	1.9	6.6	i	4%	0.043	-0.19	0.21	1.3	·	-18	571
CCOC(=O)Cc1csc(NC(=O)C2CCCCC2C(=O)O)n1 (centres undefined)	i	-7	23%	1	931	1.5	1.1	7.3	i	-5%	1.2	-0.2	1.2	-0.022	1.0%	7	730
CC1CCCC(NC(=O)COC(=O)c2c[nH]c(=O)[nH]c2=O)C1C (centres undefined)	i	-4	0%	0.45	799	1.9	1.8	6.6	i	7%	0.037	-0.14	0.43	-0.68	0.8%	-2	727
COc1ccccc1/C=C1\SC(=S)N(N2C(=O)CCCC2=O)C1=O	i	16	1%	0.19	1581	2.1	1.0	7.7	i	3%	0.18	-0.22	0.26	-0.44	-0.7%	45	679

Molecules from the list above that have an aryl methoxy group:
SMILES	Autophagy HCS	Autophagy HCS cell loss 18 h	M17LAP inhibition	Insulin prom up	Insulin prom up cell count	MT stabilizer	MT stabilizer Hoechst-high %	MT stabilizer cytotoxicity %	Yfh1-off respiration	P. falciparum M1AAP	Dynein transport	Dynein transport cytoplasmic EGFP	Dynein transport nuclear GR-EGFP	Dynein transport cell count	CSM14.1 death rescue	Hep lipid drop	Hep lipid drop cells 6.5 µM
COc1ccc(S(=O)(=O)N(CC(=O)NCC2CCCO2)c2ccc(F)cc2)cc1OC (centres undefined)	i	-1	16%	-0.52	1281	2.8	2.8	4.3	i	6%	-0.6	-0.29	-0.11	0.25	-0.9%	·	·
COc1ccc(NC(=O)CSc2nnc(Cc3cccn3C)n2-c2ccc(F)cc2)cc1OC	·	·	6%	-0.29	1507	7.9	1.4	2.8	i	7%	0.24	-0.14	0.29	-0.81	·	0	647
COc1ccccc1/C=C1\SC(=S)N(N2C(=O)CCCC2=O)C1=O	i	16	1%	0.19	1581	2.1	1.0	7.7	i	3%	0.18	-0.22	0.26	-0.44	-0.7%	45	679

Next section.
SMILES	Autophagy HCS	Autophagy HCS cell loss 18 h	M17LAP inhibition	Insulin prom up	Insulin prom up cell count	MT stabilizer	MT stabilizer Hoechst-high %	MT stabilizer cytotoxicity %	Yfh1-off respiration	P. falciparum M1AAP	Dynein transport	Dynein transport cytoplasmic EGFP	Dynein transport nuclear GR-EGFP	Dynein transport cell count	CSM14.1 death rescue	Hep lipid drop	Hep lipid drop cells 6.5 µM
Cc1cc(C)nc(Nc2n[nH]c(-c3ccccc3C)n2)n1	+	-5.6*	-3%	0.27	1326	3.7	2.9	4.7	i	-1%	1.4	-0.1	1.1	-0.86	-1.5%	9	680
O=C(NC(=O)N1CCN(c2cccc(Cl)c2)CC1)c1ccccc1	i	-13	10%	-0.1	1535	4.4	2.1	6.7	i	13%	0.16	-0.094	0.32	-0.8	-2.3%	-11	650
CC(Sc1nnc2ccccn12)C(=O)Nc1ccc2c(c1)OCCO2 (centres undefined)	i	5	23%	·	·	5.2	2.5	5.7	i	7%	-0.2	-0.26	-0.14	0.19	-0.5%	0	667
O=C(CN1CCN(c2ccc(F)cc2)CC1)N1N=CCC1c1ccccc1 (centres undefined)	i	34	-5%	-0.64	1468	3.0	2.1	5.1	i	-11%	0.27	0.065	0.7	0.31	-1.3%	·	·
CN(C1CCCCC1)S(=O)(=O)c1ccc(NC(=O)C2CCCCC2C(=O)O)cc1 (centres undefined)	i	-1	44%	-0.21	1309	2.1	2.8	23	i	5%	-1.3	-0.27	-0.44	0.26	-1.1%	6	768
Cc1c(/C=N/NC(=O)c2cccs2)c2ccccc2n1Cc1ccccc1Cl	·	·	-1%	-0.46	1024	·	·	·	i	8%	0.21	-0.62	0.0093	-0.45	·	-5	641
Cc1ccc(C2Oc3ccccc3C3=C2C(c2cccs2)n2ncnc2N3)cc1 (centres undefined)	i	38	-5%	1.5	1450	32*	28*	31*	i	15%	-0.28	0.38	-0.85	-0.33	-0.4%	·	·
COc1ccc(-c2cc(-c3cccs3)c(C#N)c(SCC(=O)NCc3ccccc3OC)n2)cc1	i	6	5%	0.94	1717	5.2	2.1	0.4	i	4%	3.2	-0.089	2	-1	-0.3%	·	·
CC(C)n1nc(C(=O)Nc2nc3ccccc3[nH]2)c2ccccc2c1=O	i	26	-3%	-0.54	1451	5.6	1.9	0.0	i	-1%	0.3	-0.36	0.38	0.34	0.2%	28	733
O=C(COC(=O)c1ccc2c(c1)OCCO2)Nc1cccc(S(=O)(=O)N2CCOCC2)c1	i	-13	16%	-0.15	1245	3.2	2.1	6.6	i	17%	0.7	0.053	0.39	-0.44	-0.2%	-2	686
COC(=O)c1ccc(S(=O)(=O)NCCc2ccccc2OC)n1C	·	·	4%	0	987	·	·	·	i	-2%	-0.65	-0.22	-0.47	0.4	·	-13	687
COc1ccc(C2CC(=O)c3c(C)nc(N4CCN(c5ccccc5)CC4)nc3C2)cc1 (centres undefined)	i	5	9%	-0.67	1251	7.2	4.2	4.8	i	6%	-0.79	-0.24	-0.26	0.28	-1.0%	-1	656
Cc1c(NC(=S)NC(=O)C(c2ccccc2)c2ccccc2)cccc1C(=O)O	i	1	2%	-0.37	1324	1.7	1.9	5.5	i	11%	-0.66	0.9	-0.35	0.76	1.2%	·	·
COC(=O)c1[nH]c2ccc(Br)cc2c1NC(=O)CN1CCCc2ccccc21	i	10	15%	0.1	1578	3.6	2.1	4.0	i	7%	0.046	0.031	0.93	0.052	-0.5%	·	·
CC1CCc2c(sc(N)c2C(=O)OC(C)C)C1 (centres undefined)	i	0	-1%	0.36	914	2.8	2.3	4.6	i	-5%	-0.6	-0.12	-0.4	0.55	2.5%	0	767
CC1(C)CC(=O)CC(=NCC(=O)O)C1	i	17	10%	0.54	989	4.5	2.3	3.6	i	1%	0.37	-0.31	0.23	-0.027	-1.8%	3	746
COc1ccccc1C(=O)NNC(=O)c1sccc1-n1cccc1	i	6	5%	-0.08	1584	1.3	2.0	2.5	i	1%	0.75	-0.25	0.39	-1.1	-0.2%	-6	650
NC(=O)[C@H]1CC2(CC(c3cccc(NC(=O)[C@H]4CCC(=O)N4)c3)=NO2)CN1C(=O)CC(c1ccccc1)c1ccccc1 (some centres undefined)	·	·	5%	0.69	761	·	·	·	i	-1%	-0.051	-0.85	-0.02	0.89	·	-7	746
COc1ccc(NC(=O)Nc2ccc(OCC(=O)N3CCOCC3)cc2)cc1OC	i	-4	0%	-0.11	1081	2.4	1.5	3.5	i	0%	-0.54	-0.22	-0.096	0.67	-2.3%	·	·
CCCC(=O)c1ccc(N2CCN(C(=O)OCC)CC2)c(F)c1	i	0	-2%	1.1	894	4.0	3.9	8.9	i	5%	-0.2	-0.3	-0.079	0.84	4.5%	·	·
CCC(=O)OCC(=O)c1c(N)n(Cc2ccccc2)c(=O)n(C)c1=O	i	-21	10%	3.3*	1419*	1.4	2.5	18	i	9%	2.1	-0.44	1.1	0.7	-2.2%	·	·
C=CCn1c(SCc2csc(C)n2)nc2sc3c(c2c1=O)CCCC3	i	5	-2%	1.4	788	2.1	1.6	5.0	·	1%	-0.55	0.092	-0.0052	-0.066	2.3%	-1	766
O=C(CSc1ccccc1)Nc1ccc(N2CCOCC2)cc1	i	-2	18%	-0.76	953	2.2	2.2	12	i	10%	1.9	-0.15	1.2	-1.2	-1.0%	·	·

Screening data as filed in PubChem.

The order is random. About 3.5% of those tested had a hit in this group.
